TR SRC2 fluor cs = counter-screen for TRb-SRC2 inhibitors: fluorescence interference; TRb/SRC2 Texas Red total fluorescence interference; Potency, µM (series often up to 106 µM), without a hit: at the highest dose fluorescence change, negative = quenching; 280,000 compounds, 0.29% hits; AID 1479; active means well fitted curve in either direction with a large enough effect; inconclusive means small, poorly fitted or top-dose-only effect; further: on the % scale 0 is the no-effect control and ±100 the full control effect
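Flags fluorescent or light-absorbing compounds by total fluorescence, S + 2P, at 555 nm excitation and 632 nm emission. Mixture: 20 nM Texas Red SRC2 peptide, 0.6 uM human TRb LBD, 1 uM T3, 5% DMSO; compound exposure 5 h at ambient temperature.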
TRb SRC2 PPI = TRbeta-SRC2 interaction inhibition; TRbeta-SRC2 peptide binding, fluorescence polarization; receptor liganded with 1 µM T3; Potency, µM (titrated, usually from 106 µM), inactives show at the top dose activity change, negative = inhibition, most hits filed as inhibitors; 280,000 compounds, 0.065% hits; AID 1469;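 further: plate controls were bound peptide for no effect and peptide without receptor for full effect; nearly all actives have a fitted effect of over 50% in size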
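Quantitative HTS by FP: 0.6 uM TRb LBD, 20 nM labeled SRC2 20-mer, 1 uM T3, 5% DMSO; 5 hr ambient incubation; % activity per concentration and potencies from concentration series.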
Tau FP inhib = tau fibrillization inhibition (FP); K18 P301L tau heparin fibrillization, Alexa594 FP, 6 h; P10636; 280,000 compounds, 0.39% hits; AID 1468; Potency, µM (titrated, usually from 57.7 µM), inactives show top-dose activity, negative = inhibition, most hits filed as inhibitors; further: on the % scale 0 is the no-effect control and ±100 the full control effect; nearly all actives have a fitted effect of over 55% in size
Target sequence (P10636 561-689 P618L limits assumed): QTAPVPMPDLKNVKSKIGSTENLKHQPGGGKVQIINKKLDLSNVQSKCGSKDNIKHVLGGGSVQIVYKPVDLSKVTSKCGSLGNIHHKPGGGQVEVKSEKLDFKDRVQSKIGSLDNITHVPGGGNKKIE
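Compound effects on tau fibrillization are measured by Alexa 594 fluorescence polarization (ex 555, em 632 nm). K18 P301L tau is used at 15 uM with 0.24 uM labeled tracer, and 20 uM heparin induces aggregation over 6 hr at 37 C.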
HTT cytoprotect = cytoprotection in Huntington HTT-Q103 PC12 cell model; PC12 HTT-Q103 induced, cytoprotection, ATP luminescence, 40 h; Potency, µM (doses to about 56.4 µM), for inactives: cytoprotection (ATP increase), most hits filed as activators; 230,000 compounds, 0.14% hits; AID 1471;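 further: % of control where 0% means no effect; nearly all actives have a fitted effect of over 45% in size; toxic huntingtin expression switched on by the ecdysone agonist tebufenozide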
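Rat PC12, Q103 Htt exon1-GFP fusion, ecdysone promoter; tebufenozide inducer 100 nM final; compound titration; qHTS, 1500 cells/well; ATPlite luminescent read.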
Tau fibril ThT = inhibitors of human tau fibril formation, thioflavin T binding; recombinant tau K18 P301L, heparin-induced fibrillization, ThT fluorescence; P10636; 270,000 compounds, 2.1% hits; Potency, µM (titrated, usually from 57.4 µM), for the others: at the highest dose activity, negative = inhibition, most hits filed as inhibitors; further: on the % scale 0 is the no-effect control and ±100 the full control effect; nearly all actives have a fitted effect of over 55% in size
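Fibril formation assay: tau K18 P301L at 15 uM with trace Alexa 594 label, heparin inducer 20 uM, pH 7 sodium acetate buffer, 37 C for 6 hr; endpoint ThT signal.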
Tau fluor counter = counter-screen for tau fibril formation inhibitors; tau K18 P301L Alexa594 fluorescence, heparin fibrillization; Potency, µM (doses to about 57.7 µM), for the others: at the top dose activity change, negative = decrease; 280,000 compounds, 0.93% hits; AID 1463; further: on the % scale 0 is the no-effect control and ±100 the full control effect; nearly all actives have a fitted effect of over 55% in size
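Human tau K18 P301L (15 uM unlabeled, 0.24 uM Alexa 594-labeled) in 100 mM sodium acetate pH 7 with 20 uM heparin, 6 hr at 37 C. ThT 30 uM added, 1 hr ambient; Alexa 594 FP and total fluorescence read at 555/632 nm.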
RECQ1 helicase = inhibitors of human RECQ1 DNA helicase; P46063; RECQ1 DNA unwinding, red fluorescence kinetic read; Potency, µM (top dose mostly 57.3 µM), for inactives: at the top dose activity, negative = inhibition, usual class: inhibitors; 240,000 compounds, 0.54% hits; AID 2549;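 further: plate controls were vehicle for no effect and no enzyme for full effect; nearly all actives have a fitted effect of over 30% in size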
Target sequence (P46063 whole entry, looked up): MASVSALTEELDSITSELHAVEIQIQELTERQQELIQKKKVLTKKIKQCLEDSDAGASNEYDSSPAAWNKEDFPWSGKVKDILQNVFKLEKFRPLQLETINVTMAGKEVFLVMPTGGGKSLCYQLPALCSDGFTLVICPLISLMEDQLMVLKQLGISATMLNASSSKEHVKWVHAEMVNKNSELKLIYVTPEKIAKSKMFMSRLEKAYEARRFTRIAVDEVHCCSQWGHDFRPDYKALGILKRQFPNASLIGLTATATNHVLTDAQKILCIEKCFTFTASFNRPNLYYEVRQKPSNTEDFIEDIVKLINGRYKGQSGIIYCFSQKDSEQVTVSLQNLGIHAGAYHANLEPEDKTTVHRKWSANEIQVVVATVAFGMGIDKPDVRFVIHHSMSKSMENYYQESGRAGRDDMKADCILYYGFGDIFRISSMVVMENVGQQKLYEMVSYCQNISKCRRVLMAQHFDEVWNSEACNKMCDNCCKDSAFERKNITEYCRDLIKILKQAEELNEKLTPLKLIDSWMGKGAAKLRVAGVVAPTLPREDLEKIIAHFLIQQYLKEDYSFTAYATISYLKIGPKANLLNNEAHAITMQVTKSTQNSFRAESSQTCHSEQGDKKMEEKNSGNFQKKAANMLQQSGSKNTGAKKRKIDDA
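50 nM RECQ1T1 preincubated 15 min with compound in Tris pH 8.0 buffer with MgCl2, DTT, Tween-20 and 2.5 ug/ml poly(dI-dC); started with 200 nM TAMRA/BHQ-2 forked duplex and 2 mM ATP. Unwinding read as fluorescence (525/598 nm), two reads 2 h apart.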
L3MBTL1 block = inhibitors of human L3MBTL1 | AID 485360 | Q9Y468 | Potency, µM (series often up to 57.1 µM), for the others: top-dose activity, negative = inhibition, usual class: inhibitors | AlphaScreen L3MBTL1–H3K9me1 peptide binding | 230,000 compounds, 0.66% hits; further: on the % scale 0 is the no-effect control and ±100 the full control effect; nearly all actives have a fitted effect of over 60% in size
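AlphaScreen assay: L3MBTL1 (50 nM final) was preincubated 30 min at room temperature with biotinylated H3(1-15)K9me1 peptide (75 nM final), then 30 min with library compounds; streptavidin donor and nickel chelate acceptor beads (10 ug/mL final) added, 30 min dark.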
Numbers without * were called inactive; i = inactive; ? = inconclusive; . = not tested or not shown; & = joins results of further samples; [ ] = another dose, or the depositor's remark. Unless noted, the call rests on the fitted dose curve; in most records, active means well fitted curve in the direction sought with a large enough effect; inconclusive means small, poorly fitted or top-dose-only effect, or another doubt; inactive means no such curve, though single readings can be large; an effect the other way counts as inactive or inconclusive. Potency means the concentration at half of the fitted maximal effect.

nr	mol	TR SRC2 fluor cs	TRb SRC2 PPI	Tau FP inhib	HTT cytoprotect
1	COc1cccc(C(=O)CN2CCC(NC(=O)NC3CCCCC3)CC2)c1	-3%	-3%	-2%	5%
2	CC(C)Nc1nc(NC(C)(C)C)nc(Oc2ccc(=O)n(-c3ccccc3)n2)n1	-5%	0%	8%	2%
3	O=C(Nc1ccc(O)c2c(=O)cc(-c3ccccc3Cl)oc12)c1ccccc1Cl	4%&-1%	7%&-1%	?	.
4	CC1CN(S(=O)(=O)c2ccc(C(=O)Nc3nnc(-c4ccccn4)o3)cc2)CC(C)O1 (stereo unspecified)	-2%	-13%	2%	-23%
5	Cc1nn(-c2ccccc2)c2[nH]c(=O)c(CNc3ccc(N4CCOCC4)cc3)cc12	-2%	-23%	?	-44%[inhibitor][10 µM]
6	CNC(=O)CSc1nnc(SCCC(=O)O)s1	-1%	16%	0%	0%[10 µM]
7	Cc1ccc(Oc2cnn(-c3ccccc3)c(=O)c2Br)cc1	-5%	-4%	-3%	-5%[10 µM]
8	CC(NC(=O)C(C)N1C(=O)C2C3CC(C(Br)C3Br)C2C1=O)c1ccccc1 (stereo unspecified)	0%	-2%	1%	33%[0.074 µM]
9	CCOC(=O)c1nc2ccccc2s1	1%	-4%	-4%	-8%
10	CCC(C)(C)n1nnnc1C(c1ccc2ncccc2c1)N1CCCCCC1 (stereo unspecified)	0%	-22%	-5%	10%[10 µM]

nr	Tau fibril ThT	Tau fluor counter	RECQ1 helicase	L3MBTL1 block
1	-6%	1%	7%	.
2	-12%	-8%	-12%	-1%
3	-10%[81.4 µM]	-22%[81.3 µM]	-5%	-5%
4	-3%	-6%	-14%	.
5	18µM*	?	i	-20%
6	-2%	1%	-13%	9%
7	-15%	-9%	1%	17%
8	1%	-4%	0%	1%
9	-11%	-2%	i	7%
10	-10%	-4%	-4%	-21%

Ordered by formula weight (smallest number first): part of the list above.
nr	mol	TR SRC2 fluor cs	TRb SRC2 PPI	Tau FP inhib	HTT cytoprotect
9	CCOC(=O)c1nc2ccccc2s1	1%	-4%	-4%	-8%
7	Cc1ccc(Oc2cnn(-c3ccccc3)c(=O)c2Br)cc1	-5%	-4%	-3%	-5%[10 µM]
10	CCC(C)(C)n1nnnc1C(c1ccc2ncccc2c1)N1CCCCCC1 (stereo unspecified)	0%	-22%	-5%	10%[10 µM]
3	O=C(Nc1ccc(O)c2c(=O)cc(-c3ccccc3Cl)oc12)c1ccccc1Cl	4%&-1%	7%&-1%	?	.

nr	Tau fibril ThT	Tau fluor counter	RECQ1 helicase	L3MBTL1 block
9	-11%	-2%	i	7%
7	-15%	-9%	1%	17%
10	-10%	-4%	-4%	-21%
3	-10%[81.4 µM]	-22%[81.3 µM]	-5%	-5%

(cont.)
nr	mol	TR SRC2 fluor cs	TRb SRC2 PPI	Tau FP inhib	HTT cytoprotect
11	CCCSc1nc(N)cc(=O)[nH]1	-2%	-6%	4%	3%[10 µM]
12	CCOC(=O)c1c(C)[nH]c(C(=O)COC(=O)CNC(=O)c2ccc(Br)cc2)c1C	5%	2%	2%	2%[10 µM]
13	O=[N+]([O-])c1cccc(-c2ccc(/C=N/NC(=S)Nc3ccccc3)o2)c1	-4%	-10%	2%	4%
14	CC1CCc2c(sc3nc(CSc4ncn[nH]4)[nH]c(=O)c23)C1 (stereo unspecified)	-9%	-1%	-11%	-13%[10 µM]
15	Cc1ccc(-c2nnc3ccc(SC(C)C(=O)O)nn23)cc1 (stereo unspecified)	-2%	-12%	-9%	-1%[10 µM]
16	CC(C)(C)c1ccc(C(=O)Nc2ccc(F)cc2)s1	-1%	11%	-3%	19%[10 µM]
17	CC(OC(=O)C1CCC(=O)N1)C(=O)Nc1cc(Cl)cc(Cl)c1 (stereo unspecified)	9%	4%	4%	12%[10 µM]
18	CCn1c(=O)c2cc(C(=O)Nc3cccc(C(C)=O)c3)sc2c2ccccc21	-2%	-3%	?	-16%[10 µM]
19	Cc1ccc(/C=C/C(=O)Nc2cccc3ncccc23)o1	-1%	-10%	-5%	0%[10 µM]
20	O=C(Oc1ccc2ccc(O)cc2c1)C1CCCCC1	-3%	0%	2%	0%[10 µM]

nr	Tau fibril ThT	Tau fluor counter	RECQ1 helicase	L3MBTL1 block
11	-4%	2%	-1%	-3%
12	9%	4%	7%	0%
13	?	?	7%	0%
14	-10%	-16%	0%	3%
15	-16%	-2%	-4%	5%
16	0%	-12%	5%	-6%
17	2%	3%	0%	0%
18	.	6%	-8%	.
19	?	-16%	1%	-4%
20	-12%	?	i	-12%

Carrying on:
nr	mol	TR SRC2 fluor cs	TRb SRC2 PPI	Tau FP inhib	HTT cytoprotect
21	Cc1cc(C)cc(N(CC(=O)Nc2cccc(C)n2)S(=O)(=O)c2c(C)noc2C)c1	-6%	2%	3%	0%
22	COc1ccc(CCNC(=O)C/C(C)=N/NC(=O)Cc2cccc3ccccc23)cc1OC	-1%	6%	7%	-17%[10 µM]
23	COc1cc(OC)c(NC(=O)c2cn(C3CCCC3)c(=O)c3c2c2ccccc2n3C)cc1Cl	-1%	-1%	-2%	.
24	NC(=O)c1ccc(/C=N/O)nc1	-1%	2%	2%	-41%[inhibitor]
25	CCSc1nnc(NC(=O)CSc2nc3c(c(=O)n2C)SC(C)C3)s1 (stereo unspecified)	-1%	-3%	-9%	11%[1.9 µM]
26	CCOC(=O)C(C)Sc1nc2c(c(=O)[nH]c(=O)n2C)n1CCc1ccccc1 (stereo unspecified)	4%	4%	-10%	-15%[10 µM]
27	Cc1ccc(SCc2nc3ccccc3n2CC(=O)Nc2ccc(Cl)cc2)cc1	2%	-7%	?	-14%
28	CC(=O)c1cccc(NC(=O)Nc2csc3c2CCCC3)c1	-1%	-7%	?	-4%[10 µM]
29	Cc1cc(C)c(N=Cc2c(O)n(-c3nccs3)c(=O)c3ccccc23)c(C)c1	-4%	-8%	?	-4%[10 µM]
30	CCN(CC)CCNC(=O)CSc1c2c(nc3cc(Cl)ccc13)CCCC2	-8%	0%	14%	.

nr	Tau fibril ThT	Tau fluor counter	RECQ1 helicase	L3MBTL1 block
21	1%	-16%	1%	6%
22	-2%	7%	-6%	-3%
23	-10%	-6%	.	.
24	-2%	0%	i	?
25	-15%	-10%	-9%	9%
26	-15%	-9%	-8%	2%
27	-3%	?	-15%	0%
28	?	11µM*[quencher]	i	.
29	?	-15%	-11%	-3%
30	-12%	11%	-8%	.

Continuation.
nr	mol	TR SRC2 fluor cs	TRb SRC2 PPI	Tau FP inhib	HTT cytoprotect
31	CCCOc1ccc(C(=O)NCC(c2ccco2)N(C)C)cc1 (stereo unspecified)	-3%	1%	-9%	?
32	Clc1ccc(OCCCn2ccnc2)c(Br)c1	3%	-6%	1%	1%[0.074 µM]
33	Cc1ccc(NC(=S)N2CCC(N(C)CC3CCCO3)CC2)cc1 (stereo unspecified)	-3%	0%	-9%	-5%
34	COc1cc(O)c(C(CC(=O)N2CCCC2)c2ccc(N(C)C)cc2)c(OC)c1 (stereo unspecified)	-1%&-5%	-6%&0%	3%	1%[10 µM]
35	Cc1nn(C)c(C)c1S(=O)(=O)N1CCC(CO)(Cc2ccc(Cl)cc2)CC1	-1%	-1%	-12%	-4%[10 µM]
36	CCOc1cc(N2CCOCC2)c(OCC)cc1NC(=O)c1ccc(NC(C)=O)cc1	-1%	-6%	7%	-18%
37	CCC(=O)NC(=S)Nc1ccc(S(=O)(=O)NC(C)C)cc1	0%	1%	-5%	2%
38	CCn1cc(/C=N\NC(=O)c2c[nH]c3ccccc23)c(C)n1	-4%	-2%	5%	.
39	CC(C)NC(=O)Cn1c(=O)nc(-c2ccccc2)c2ccccc21	0%	-13%	4%	.
40	CC(C)(C)OC(=O)N1CCCC1C(=O)NC(Cc1ccccc1)C(=O)O (stereo unspecified)	-2%	2%	-2%	-11%

nr	Tau fibril ThT	Tau fluor counter	RECQ1 helicase	L3MBTL1 block
31	-2%	-8%	-4%	-5%
32	-3%	0%	-8%	-18%
33	-10%	-10%	-1%	.
34	2%	-2%	i	.
35	-11%	-18%	-1%	-10%
36	-9%	-14%	-3%	-3%
37	-1%	-4%	-10%	9%
38	2%	4%	-23%	-5%
39	3%	9%	.	.
40	8%	3%	-4%	1%

(further entries)
nr	mol	TR SRC2 fluor cs	TRb SRC2 PPI	Tau FP inhib	HTT cytoprotect
41	CC(=O)Nc1nc(C)c(CCC2OCCO2)c(=O)[nH]1	3%	4%	.	9%[10 µM]
42	Cc1ccc(C)c(C(=O)CSc2nnc(C)s2)c1	-9%	8%	-1%	1%
43	COc1ccc2c(c1OC)C(=O)OC2	-1%	-4%	5%	?
44	CC1CCC(NC(=O)c2ccc(/C=C3\Oc4ccccc4N(C)C3=O)cc2)CC1 (stereo unspecified)	3%	-21%	-4%	-45%[inhibitor][10 µM]
45	CCOC(=O)C1CCC(CN(Cc2ccc(OC)cc2)S(=O)(=O)c2ccc(F)c(C(=O)Nc3cc(C)ccc3C)c2)CC1 (stereo unspecified)	-1%	6%	-3%	.
46	O=C(CSc1ccc(-c2ccco2)nn1)NCc1ccc(F)cc1	-3%	-16%	-6%	-11%[10 µM]
47	O=C(N/N=C\c1ccc(F)cc1)c1ccc(F)cc1	1%	-5%	0%	-94%[inhibitor]
48	CC(C)n1c2ccccc2c2nnc(SCC(=O)OCN3C(=O)c4ccccc4C3=O)nc21	1%	-19%	1%	-8%[10 µM]
49	O=C(Nc1ccc(N2CCCC2)cc1)c1ccc(Br)o1	-6%	-10%	8%	-28%[10 µM]

nr	Tau fibril ThT	Tau fluor counter	RECQ1 helicase	L3MBTL1 block
41	.	.	2%	.
42	-4%	-6%	i	-2%
43	-7%	7%	-1%	12%
44	5%	3%	6%	-3%
45	-2%	-9%	.	.
46	-9%	-1%	2%	0%
47	-5%	-6%	-11%	.
48	-6%	-1%	-11%	1%
49	8.9µM*	?	i	-23%

This is a subset; rates above refer to the full screens.
